CHT PAM: human CHT allosteric activation | Q9GZV3 | CHT-expressing cells, membrane potential dye, choline EC20; hits give high values; LV-AA mutant CHT in HEK293 cells | B-score at 10 µM | hit rate 0.49% among 310,000;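 active means initial fluorescence not abnormally high and integrated response B-score, plate-corrected, over 3 SD above library mean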
Target sequence (Q9GZV3 whole entry, looked up): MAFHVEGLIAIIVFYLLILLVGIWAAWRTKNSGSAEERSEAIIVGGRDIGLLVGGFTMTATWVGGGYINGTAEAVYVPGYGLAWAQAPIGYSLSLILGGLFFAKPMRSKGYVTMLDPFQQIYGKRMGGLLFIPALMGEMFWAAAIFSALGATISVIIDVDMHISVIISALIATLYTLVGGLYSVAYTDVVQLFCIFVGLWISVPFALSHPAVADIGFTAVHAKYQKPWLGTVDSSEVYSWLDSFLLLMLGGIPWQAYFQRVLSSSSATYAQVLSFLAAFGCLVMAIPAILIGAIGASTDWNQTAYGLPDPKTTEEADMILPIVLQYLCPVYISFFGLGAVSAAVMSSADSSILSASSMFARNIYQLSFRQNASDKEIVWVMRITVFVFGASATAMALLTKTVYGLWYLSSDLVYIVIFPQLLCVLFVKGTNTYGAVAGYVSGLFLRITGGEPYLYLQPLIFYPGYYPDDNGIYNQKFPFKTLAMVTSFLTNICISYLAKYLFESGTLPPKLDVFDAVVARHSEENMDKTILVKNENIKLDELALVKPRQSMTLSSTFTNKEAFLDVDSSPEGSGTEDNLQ
OX1R antag-1: blocks the human orexin 1 receptor. inhibition, % at 6.6 µM. hit rate 1.8% among 330,000. OX1R-expressing cells, FRET antagonist read-out. AID 485270. O43613; in the data active means inhibition mostly above about 38%, no sharp cut-off; inactive means mostly below about 40%;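 further: 0% = agonist challenge alone and 100% = reference antagonist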
Target sequence (O43613 whole entry, looked up): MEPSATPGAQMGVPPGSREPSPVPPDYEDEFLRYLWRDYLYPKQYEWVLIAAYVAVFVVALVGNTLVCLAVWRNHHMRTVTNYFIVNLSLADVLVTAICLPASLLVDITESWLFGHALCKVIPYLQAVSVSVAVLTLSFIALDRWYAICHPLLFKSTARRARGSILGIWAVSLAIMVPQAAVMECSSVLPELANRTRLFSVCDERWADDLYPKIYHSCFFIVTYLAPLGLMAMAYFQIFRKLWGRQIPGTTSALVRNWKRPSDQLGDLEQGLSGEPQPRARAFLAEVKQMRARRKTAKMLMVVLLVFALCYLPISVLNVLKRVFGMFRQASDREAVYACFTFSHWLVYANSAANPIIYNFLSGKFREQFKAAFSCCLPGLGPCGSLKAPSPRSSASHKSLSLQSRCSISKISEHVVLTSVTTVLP
OX1R antag-2: antagonists of human orexin 1 receptor; hit rate 0.43% among 330,000; inhibition, % at 5 µM; CHO/OX1R cells, Fluo-8 calcium fluorescence, orexin A; AID 434989;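 active means inhibition above its plate's threshold, mean inhibition of all tested compounds on the plate plus 3 SD, cut at about 37% in these data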;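 further: 0% = orexin A challenge wells and 100% = SB-334867-A antagonist wells; not every result past the cut was called active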
Active calls of the source: *; i = inactive; x = not tested or not shown.

The first 6 records (preview)
SMILES	CHT PAM	OX1R antag-1	OX1R antag-2
CCOC(=O)c1[nH]c2ccccc2c1NC(=O)c1ccc(S(=O)(=O)N2CCCCC2)cc1	i	10	-34
CCOC(=O)[C@H]1[C@H]2COc3ccccc3[C@@H]2N2C(=O)c3cc(OC)ccc3NC(=O)[C@@]12C	i	16	-30
CC(C)Oc1ccccc1C(=O)NC(CO)C(=O)O (centres undefined)	i	15	-7
COC(=O)c1ccc(CS(=O)(=O)c2ccc(C)cc2)o1	i	8	-5
OC(COc1ccc(CN2CCSCC2)cc1)CN1CCCCC1 (centres undefined)	i	16	-22
Cc1ccc(C(=O)Nc2ccc3c(c2)C(=O)N(C)C3=O)c(C)c1	i	8	-12

The whole of this part, previewed entries included:
SMILES	CHT PAM	OX1R antag-1	OX1R antag-2
CCOC(=O)c1[nH]c2ccccc2c1NC(=O)c1ccc(S(=O)(=O)N2CCCCC2)cc1	i	10	-34
CCOC(=O)[C@H]1[C@H]2COc3ccccc3[C@@H]2N2C(=O)c3cc(OC)ccc3NC(=O)[C@@]12C	i	16	-30
CC(C)Oc1ccccc1C(=O)NC(CO)C(=O)O (centres undefined)	i	15	-7
COC(=O)c1ccc(CS(=O)(=O)c2ccc(C)cc2)o1	i	8	-5
OC(COc1ccc(CN2CCSCC2)cc1)CN1CCCCC1 (centres undefined)	i	16	-22
Cc1ccc(C(=O)Nc2ccc3c(c2)C(=O)N(C)C3=O)c(C)c1	i	8	-12
COC(=O)CC1Oc2ccc(C)cc2NC1=O (centres undefined)	i	8	0
CCOC(=O)C1C(=O)NC(SCC(=O)OC)=C(C#N)C1c1ccccc1OCC (centres undefined)	i	7	-6
Cc1ccc(C(=O)Nc2ccccc2N2CCOCC2)cc1S(=O)(=O)N1CCOCC1	x	-4	-7
Cc1ccc(C(=O)NNC(=O)C2CCCN(c3ncccn3)C2)cc1 (centres undefined)	i	12	-9
COc1ccc(-c2c(C)cc3oc(=O)cc(-c4ccccc4)c3c2C)cc1OC	x	21	4
Cc1ccc(-c2cc(C(=O)OCC(=O)Nc3ncc(C(F)(F)F)cc3Cl)c3ccccc3n2)cc1	i	18	-16
O=C(O)CSCc1cn2cc(Cl)ccc2n1	i	7	-5
O=C(Cc1ccccc1)c1ccc2c(c1)OCCO2	i	-6	-17
OC(CCCCN1CCCCC1)c1ccccc1 (centres undefined)	i	3	3
O=C(c1ccc(S(=O)(=O)N2CCOCC2)cc1)N1CCOCC1	i	10	-10
O=C(C1CCCN1S(=O)(=O)c1cccc2cccnc12)N1CCc2ccccc2C1 (centres undefined)	i	17	-13
Cc1csc(Sc2ccc(S(=O)(=O)N3CCCC3)cn2)n1	i	4	-32
CC(=O)c1c(OC(=O)c2cccc(Cl)c2)c2ccccc2n1C	i	1	-33
Cn1nnnc1SCC(=O)N1CCc2ccccc21	i	12	0
COCC(=O)N(Cc1cc2cc(C)ccc2[nH]c1=O)c1ccc(C)c(C)c1	i	1	-16
Cc1cc(S(=O)(=O)N2CCN(c3ccccn3)CC2)c(C)cc1Cl	i	0	-33
CN(C)c1ccc(CN(C(=O)/C=C/c2ccccc2Cl)C2CCS(=O)(=O)C2)cc1 (centres undefined)	i	9	-18
C#CCOCCOCCOCCNc1nc(N2CCN(C(=O)[C@H](Cc3ccc(O)cc3)n3cc([C@@H](N)C(C)CC)nn3)CC2)nc(N2CCN(C(=O)[C@H](Cc3cc4ccccc4[nH]3)n3cc([C@@H](N)C(C)CC)nn3)CC2)n1 (some centres undefined)	i	9	-3
O=C(NCCc1ccc(Cl)cc1)c1ccc(CNc2c(N3CCOCC3)c(=O)c2=O)cc1	i	13	-17

Ordered by molar mass (rising): part of the list above.
SMILES	CHT PAM	OX1R antag-1	OX1R antag-2
O=C(Cc1ccccc1)c1ccc2c(c1)OCCO2	i	-6	-17
COC(=O)c1ccc(CS(=O)(=O)c2ccc(C)cc2)o1	i	8	-5
O=C(c1ccc(S(=O)(=O)N2CCOCC2)cc1)N1CCOCC1	i	10	-10
Cc1cc(S(=O)(=O)N2CCN(c3ccccn3)CC2)c(C)cc1Cl	i	0	-33
CCOC(=O)[C@H]1[C@H]2COc3ccccc3[C@@H]2N2C(=O)c3cc(OC)ccc3NC(=O)[C@@]12C	i	16	-30

The listing continues:
SMILES	CHT PAM	OX1R antag-1	OX1R antag-2
O=C1CC(c2ccccc2)=Nc2ccccc2N1Cc1ccccc1	i	25	-27
Cc1cc(-c2ccccc2)n(-c2ccc(C(=O)NC(C)C)cc2)n1	i	11	-25
CSc1nc(N(C)C)nc(N(C)C#N)n1	i	8	-7
CCN(CC)CCN(C(=O)c1ccc2c(c1)CCCC2)c1nc2ccc(F)cc2s1	i	12	-12
NC(=O)C1(N2CCCCC2)CCN(S(=O)(=O)c2cc(Cl)ccc2Cl)CC1	i	7	-16
NS(=O)(=O)c1ccc(CCNS(=O)(=O)c2ccccc2)cc1	i	10	2
O=C(CNS(=O)(=O)c1ccc(Cl)cc1)OCC(=O)N1CCCc2ccccc21	i	6	-12
Cc1nc(CNS(=O)(=O)c2ccc3ccccc3c2)cs1	i	11	-22
COc1cc(N2CCOCC2)ccc1C=C(C#N)C#N	i	15	-9
Cc1ccc(SCCC(=O)OC(C(=O)NC(N)=O)C(C)C)cc1 (centres undefined)	i	34	-7
Cc1ccc(C(C(=O)NC2CCCC2)N(C(=O)Cc2cccs2)c2cccc(C)c2C)o1 (centres undefined)	i	19	29
Cc1cc(C)cc(N(C(=O)c2csnn2)C(C(=O)NC2CCCCC2)c2ccccn2)c1 (centres undefined)	i	29	-10
CCOc1ccc(CCNC(=O)CS(=O)(=O)Cc2nc(-c3ccccc3F)oc2C)cc1	i	37	-24
CCN(CC)C(=O)CSc1nc2c(sc(=S)n2CC)c(=O)n1-c1ccccc1	i	9	-33
Cc1ccc(Cl)cc1N1CCN(C(=O)C(C)n2ncn3cccc3c2=O)CC1 (centres undefined)	i	5	-26
CS(=O)(=O)Nc1cccc(C2=NN(C(=O)CCCC(=O)O)C(c3cccs3)C2)c1 (centres undefined)	i	-7	-12
C=CCOc1ccc(CNn2cn[nH]c2=S)cc1OCC	i	3	-5
O=C(O)CCCC(=O)Nc1nc2n(n1)C(c1ccc(F)cc1)CC(c1ccc(Cl)cc1)N2 (centres undefined)	i	5	7
O=C(Nc1ccccc1F)c1ccc(Cn2cc(Cl)cn2)cc1	i	25	-12
COc1ccc(-c2noc(N3CCC(C(=O)Nc4ccccc4F)CC3)n2)cc1	i	2	-12
CCOc1ccc2nc(SCC3CC3(Cl)Cl)[nH]c2c1 (centres undefined)	i	33	-13
O=C(Cn1cc(C(=O)C(F)(F)F)c2ccccc21)N1CCOCC1	i	12	-11
CN(C)c1cccc(C(=O)OCC(=O)Nc2nccs2)c1	i	9	-3
Cc1ccccc1-n1c(C)nnc1SC(C)C(=O)NCC1CCCO1 (centres undefined)	x	5	-10
c1ccc2c(c1)OCC(c1csc3ncnc(N4CCCCC4)c13)O2 (centres undefined)	i	29	-16
SMILES	CHT PAM	OX1R antag-1	OX1R antag-2
CSc1nnc(SCc2nc3sc(C(=O)O)c(C)c3c(=O)[nH]2)s1	i	9	-15
CC(=O)Nc1ccc(NC(=O)CC(c2ccccc2)c2ccccc2)cc1	i	8	-28
Cc1ccc(S(=O)(=O)NC(=O)NC(C)c2ccc(F)cc2)cc1 (centres undefined)	i	-1	11
CN1CCCC(OC(=O)CCCCC(=O)OC2CCCN(C)C2)C1 (centres undefined)	i	-8	-27
COc1cc(OC)cc(C(=O)N2CCC(N3CCN(c4ccccc4)CC3)CC2)c1	i	7	-25
COc1cc(OC)c(N(C)S(=O)(=O)c2cccc(C(=O)OCc3c(C)noc3C)c2)cc1Cl	i	12	-11
COc1cc(CNCCc2ccccc2)ccc1OCC(N)=O	i	15	-9
CC(C)(C)c1ccc(C(=O)n2cnc3ccccc32)cc1	i	8	8
COc1cccc2cc(C(=O)N3CCCc4ccccc43)oc12	i	24	-24
O=C(C1CCN(S(=O)(=O)N2CCOCC2)CC1)N1CCOCC1	i	8	-14
CCc1nc2ccccc2c(=O)n1/N=C/c1ccc(Cl)cc1	i	13	-24
CCOc1cc([N+](=O)[O-])c2nc(N)sc2c1	i	20	-10
CN(C)C(CN1C(=O)C2CC=CCC2C1=O)c1cn(C)c2ccccc12 (centres undefined)	i	15	-18
COc1cccc(CNC(=O)CCN2C(=S)NC(C)(C)CC2C)c1 (centres undefined)	i	16	-26
C=C1C(C(=O)Nc2ccccc2)C1C(=O)Nc1ccccc1 (centres undefined)	i	1	2
COc1ccc(C)cc1NC(=O)C(=O)N1CCCC1	i	2	1
COc1ccc(CCN2CC(C(=O)NCc3ccc(F)cc3)CC2=O)cc1OC (centres undefined)	i	0	-19
C/C(=N\NC(=O)Cn1cnc2ccccc21)c1cccs1	i	13	-16
Cc1cccc(C(=O)c2c[nH]cc2-c2ccccc2)c1	i	5	3
CCCCC(=O)N1CC(=O)Nc2ccc(F)cc2C1c1ccc(F)cc1 (centres undefined)	i	12	-40
CNC(=O)CSc1nnnn1-c1ccc2c(c1)OCCO2	i	12	-9
O=C(CS(=O)(=O)c1c[nH]c2ccccc12)N1CCc2ccccc21	i	13	-1
O=C(NCc1ccc(Cl)cc1)C(=O)NCC1OCCN1S(=O)(=O)c1cccs1 (centres undefined)	i	2	-29
Cc1noc(C)c1C(=O)OCC(=O)c1c[nH]c2ccccc12	i	6	-7
CCCOc1ccc(C2NC(=O)NC2=O)cc1 (centres undefined)	i	11	1
SMILES	CHT PAM	OX1R antag-1	OX1R antag-2
CCN(CC)C(=O)C(Sc1nnnn1-c1ccc(O)cc1)c1ccccc1 (centres undefined)	i	7	-20
COc1ccc(NC(=O)COc2ccc(/C=N/n3c(C)nnc3C)cc2OC)cc1	i	8	-7
CSc1ccccc1C(=O)Nc1ccc(S(=O)(=O)NC2=NCCCCC2)cc1	x	-3	5
O=c1cnnc(N/N=C/c2ccc3c(c2)OCO3)[nH]1	i	12	-7
Cc1cccc(NC(=O)CO/N=C/c2ccc3c(c2)OCO3)c1	i	14	-18
Cc1cccc2cc(CN(Cc3cccnc3)C(=O)c3ccccc3F)c(Cl)nc12	i	28	-16
CCn1c(SCC(=O)Nc2ccc(NC(=O)c3cccs3)cc2)nnc1-c1cccnc1	i	14	-8
COc1cc(OC)c2ccc(=O)oc2c1C(CCN1CCCC1)c1ccc2c(c1)OCO2 (centres undefined)	i	24	-18
Cc1ccc(O)c(/C=N/NC(=O)COc2ccc3c(C)cc(=O)oc3c2)c1	i	9	-33
O=C(O)Cn1nc(-c2ccc(F)cc2)oc1=O	i	4	-3
OC(CN1CCN(c2ncc(C(F)(F)F)cc2Cl)CC1)c1ccccc1 (centres undefined)	i	4	-30
Cc1nnc2ccc(-c3cccc(NS(=O)(=O)c4ccccc4Cl)c3)nn12	i	15	-25
Cn1nc(C(=O)Nc2ccc(-n3cnnn3)cc2)c2ccccc2c1=O	x	3	-27
Cc1[nH]n(S(=O)(=O)Cc2ccccc2)c(=O)c1N=Nc1ccccc1Cl	i	40	-8
CCN1C(=NCc2ccco2)N[C@@H](c2cccc(C(F)(F)F)c2)C(C(=O)OC)=C1C	x	10	-34
CC(C)c1ccc(N(C(=O)c2cc3ccccc3oc2=O)C2C=CS(=O)(=O)C2)cc1 (centres undefined)	i	16	-11
Cc1cc(SCc2ccc(Br)cc2)nc(=O)[nH]1	i	12	-19
O=C(CSc1nnc(CNC(=O)c2c(F)cccc2Cl)o1)NCCc1ccccc1	i	7	-8
Cc1nc(Nc2ccccc2)sc1C	i	21	-23
CCn1cc(/C=N/NC(=O)c2ccc(C#N)cc2F)c2ccccc21	i	13	-9
COc1cccc(C(=O)Oc2ccc(N3C(=O)CCC3=O)c(C)c2)c1	i	10	-10
Cc1cc(-c2nnc(SCC(=O)Nc3ccc(Br)cc3F)n2N)n[nH]1	i	9	-17
COc1cccc(CN2CC(C(=O)N3CCCC3)CCC2=O)c1 (centres undefined)	i	2	-16
Cc1ccc(NC(=S)N(CCN(C)C)C(C)c2ccco2)cc1C (centres undefined)	i	9	8
CC(C)(C)NC(=O)C[C@H]1C[C@H](C(=O)N2CCOCC2)[C@@]2(CCC3CCCC3)c3[nH]c4cc(-c5ccco5)ccc4c3CCN2C1=O	x	5	4

Individual results from the results shown:
Entry of Cc1cccc(NC(=O)CO/N=C/c2ccc3c(c2)OCO3)c1 in OX1R antag-1: 14
Entry of Cc1ccc(NC(=S)N(CCN(C)C)C(C)c2ccco2)cc1C (centres undefined) in OX1R antag-2: 8

Other compounds follow:
SMILES	CHT PAM	OX1R antag-1	OX1R antag-2
CC1(C)CC2CC(C)(CN2C(=O)COC(=O)CNC(=O)c2ccc(Cl)c(Cl)c2)C1 (centres undefined)	i	14	-34
Cc1c(NC(=O)C(C)SC(=S)N2CCCC2)c(=O)n(-c2ccccc2)n1C (centres undefined)	x	2	9
Cc1cccc(NC(=O)C2CCN(C(=O)c3ccc(Cl)cc3)CC2)n1	i	8	-7
CC(=O)c1c(C)[nH]c(C(=O)COC(=O)CCSc2ccccc2)c1C	i	3	-24
Cc1ccc(C2(C(F)(F)F)N=C3Sc4cc(C)ccc4N3C(=O)N2)cc1 (centres undefined)	i	23	-54
CCOc1ccc(CC(=O)N2CCN(c3ccc(N4CCOCC4)nn3)CC2)cc1OCC	i	13	-18
CSCCC(NC(=O)c1ccc(Cl)cc1)C(=O)OCC(=O)N1CCCC1=O (centres undefined)	i	11	-17
C/C=C/C(=O)OCC(=O)Nc1cccc(Br)c1	i	24	-8
COc1ccc(-c2nc3ccc(C(=O)NCC(OC)OC)cc3nc2-c2ccc(OC)c(OC)c2)cc1OC	i	14	-20
COc1ccc(-c2nc3ncnn3cc2C)cc1F	i	21	-6
Cc1cc(/C=C2/SC(=O)N(CC(=O)N3CCOCC3)C2=O)c(C)n1-c1ccccc1F	i	5	-14
CC1CCCN(c2ncnc3c2cnn3-c2ccc(Cl)cc2)C1 (centres undefined)	i	14	-27
O=C(C1CCCCC1)N1CCCC(c2nc3c(nnn3Cc3ccccc3)c(=O)[nH]2)C1 (centres undefined)	i	-2	-18

Screening data as filed in PubChem.
